Coupling enz: inhibits coupling enzyme system, counter-screen for aldolase hits; coupling enzyme system counterscreen, AmpLite Red fluorescence; activity change, negative = inhibition, % at 58.2 µM, hits read low; hit rate 0.67% among 290,000; AID 2472; in the data active = activity change below about -30%; note: % is set by controls: 0 for no effect and ±100 for the full control effect
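Activity here indicates interference with the coupling reaction, not aldolase inhibition. Compounds at 57.5 uM final met coupling enzymes for 10 min at RT; substrate and AmpLite Red detection followed, with a 525/598 nm fluorescence read after 20 min.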
MLL CXXC-DNA inh: MLL CXXC-DNA interaction inhibition; Q03164; MLL-CXXC / FITC-HOXA9 DNA fluorescence polarization; Potency, µM (highest dose often 115 µM), for the others: at the highest dose activity change, negative = inhibition, usual class: inhibitors; hit rate 0.037% among 290,000; AID 2662; active = well fitted inhibition curve with a large enough effect in the polarisation, with a control signal flat, not every such curve was filed as active; inconclusive = small, poorly fitted or top-dose-only effect, or effect the other way, or a change in a side signal; inactive = no such curve, though single readings can be large or run the other way; the % refers to the polarisation; note: potency is the fitted concentration of half-maximal effect
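Steps: dispense CXXC domain solution (7 uM) → pin compounds or unlabeled HOX-A9 DNA control → 5 min ambient → add FLSN-HOX-A9 solution (50 nM) → spin → 30 min ambient → fluorescence polarization. Tris pH 7.5/NaCl/DTT/BSA buffer.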
MBNL1 CUG block: blocks human MBNL1 binding to CUG repeat RNA; hit rate 0.036% among 280,000; Potency, µM (top dose mostly 57.5 µM), inactives show top-dose activity change, negative = inhibition, hits mostly inhibitors; TR-FRET MBNL1-His/biotin-(CUG)12 binding, 665/545 ratio; Q9NR56; active = well fitted inhibition curve with a large enough effect in the signal ratio, with a control signal flat, not every such curve was filed as active; inconclusive = small, poorly fitted or top-dose-only effect, or effect the other way, or a change in a side signal; inactive = no such curve, though single readings can be large or run the other way; the % refers to the signal ratio; note: potency is the fitted concentration of half-maximal effect; % is set by controls: 0 for no effect and ±100 for the full control effect
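Ratiometric TR-FRET (665 over 545 nm, excitation 340 nm) tracks disruption of MBNL1-His/biotin-(CUG)12 complex after 60 min at room temperature, with compounds at 92 nM to 58 uM final.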
hERG WT inh: KCNH2 (human, wildtype) channel inhibition. Q12809. U2OS, BacMam KCNH2, thallium flux FluxOr; hits give low values. activity change, % at 1.84 µM. hit rate 0.37% among 340,000. AID 720551;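 active = maximum activity change below -70%; inconclusive = maximum activity change between -70% and -50%; inactive = maximum activity change above -50%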; note: % is set by controls: 0 for no effect and ±100 for the full control effect
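U2OS cells were transduced with wild-type KCNH2 virus (2.03 x 10^8 / mL) for 4 h at room temperature, then cultured overnight at 37 C. Thallium flux was read with FluxOr dye. Rate constants were normalized to DMSO controls.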
AT treatment: potential ataxia-telangiectasia treatments restoring KAP-1 phosphorylation; Potency, µM (highest dose often 57.5 µM), for inactives: at the top dose activation, hits mostly activators; […] A-T fibroblasts, KAP-1 phosphorylation AlphaLISA; neocarzinostatin DNA damage 30 min before lysis; hit rate 0.19% among 320,000; AID 485349; note: potency is the fitted concentration of half-maximal effect; % of control where 0% means no effect; nearly all actives have a fitted effect of over 45% in size
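ATM-like activity read as KAP-1 phosphorylation via AlphaLISA donor/acceptor antibody pairs after lysis and 6 hr at 25C. Cells were ATM-null patient fibroblasts ([…], hTERT), dosed 60 min, then exposed to the DSB inducer NCS for 30 min.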
GALK inh: blocks human galactokinase activity | P51570 | hit rate 0.007% among 270,000 | Potency, µM (highest dose often 57.5 µM), inactives show at the top dose activity change, negative = inhibition, most hits filed as inhibitors | Purified GALK, Kinase-Glo residual ATP luminescence; note: potency is the fitted concentration of half-maximal effect; % is set by controls: 0 for no effect and ±100 for the full control effect
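Quantitative HTS: GALK 5 nM, ATP 35 uM, galactose 100 uM, 1 h room temperature, then luciferase-based ATP detection.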
TRPV1 agonist: agonists of human vanilloid receptor 1 (TRPV1). Q8NER1. TRPV1-expressing cells, Fluo-8 calcium influx, agonist mode. activation, % at 8.33 µM. hit rate 0.19% among 320,000; in the data active = activation above about 80%; inconclusive = between about 30% and that limit; note: 0% is about no effect
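TRPV1-expressing cells were cultured overnight at 35.5C and loaded with Fluo-8 calcium dye for 40 to 90 min at room temperature. After a 10 s baseline, compound was added and calcium influx was read kinetically for 3 min (ex 480/em 520 nm).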
S-ASM inh: inhibitors of human secretory acid sphingomyelinase; AID 504937; hit rate 0.006% among 340,000; P17405; placental ASM, HMU-PC fluorogenic substrate, 60 min; Potency, µM (doses to about 57.5 µM), for inactives: at the highest dose activity change, negative = inhibition, most hits filed as inhibitors; note: potency is the fitted concentration of half-maximal effect
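qHTS format. ASM enzyme prepared from human placenta hydrolyses the fluorogenic substrate HMU-PC0 (9 uM final) over 60 min at 37 °C after a 10 min compound preincubation.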
Integrin act MD: integrin-mediated muscular dystrophy alleviation activation; AID 624291; hit rate 0.064% among 350,000; Potency, µM (highest dose often 38.3 µM), inactives show top-dose activation, hits mostly activators; alpha7betagal myoblasts, beta-gal FDG fluorescence, 48 h;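 note: potency is the fitted concentration of half-maximal effect; 100% = response of the positive control SU9516; nearly all actives have a fitted effect of over 60% in size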
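Alpha7betagal+/- myoblasts (passage 13) were plated 16-24 hr, then exposed to compounds (1:260 dilution of DMSO stock) for 48 hours at 37C. After MPER lysis, β-galactosidase reporter activity was read as FDG fluorescence (ex 480/em 540) after 30 minutes.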
KCNH2 3.1 block: blocks the human KCNH2 3.1 channel isoform. AID 720553. hit rate 0.95% among 340,000. activity change, % (tested at about 1.8 µM). U2OS KCNH2 3.1, thallium flux FluxOr; hits give low values;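 active = maximum activity change below -70%; inconclusive = maximum activity change from -70% to -50%; inactive = maximum activity change above -50%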;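 note: thallium influx rate constant from kinetic fluorescence after stimulation buffer; % is set by controls: 0 for no effect and ±100 for the full control effect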
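Thallium flux read-out: FluxOr dye with Red40 quencher in HBSS/HEPES, 45 min at RT. Rate constants from kinetic reads were normalized to positive and negative DMSO controls. Cells: U2OS virally expressing the 3.1 isoform.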
Active calls of the source: *; i = inactive; ? = inconclusive; nt = not tested or not shown; & = joins results of further samples; [ ] = remark or other dose. Unless noted, calls come from the whole dose curve; as a rule, active = well fitted curve in the direction sought with a large enough effect; inconclusive = small, poorly fitted or top-dose-only effect, or another doubt; inactive = no such curve, though single readings can be large; an effect the other way counts as inactive or inconclusive.

SMILES	Coupling enz	MLL CXXC-DNA inh	MBNL1 CUG block	hERG WT inh	AT treatment	GALK inh	TRPV1 agonist	S-ASM inh	Integrin act MD	KCNH2 3.1 block
O=C(COC(=O)c1cccc(O)c1)Nc1ccc(OC(F)F)cc1	-9.2	10.1%	6.2%	-16.6	-2.1%	0.9%	8.2	-4.8%	17.8%	-40.8
O=C(NCc1cccc(C(F)(F)F)c1)C1CC(c2c(Cl)cccc2Cl)=NO1 (stereo not given)	0.1	-4.0%	-9.1%	-1.0	5.8%	-1.7%	7.7	-1.0%	0.0%	-3.0
COC(=O)C1C(C(C)C)N(c2ccccc2)OC1(C)O (stereo not given)	-0.4	6.4%	-3.9%	2.1	-0.5%	2.3%	-0.8	1.9%	-47.3%[inhibitor]	2.1
CC1=[N+](C)N(c2ccccc2)C(=O)C1N=Cc1ccc(Cl)cc1 (stereo not given)	1.0	4.5%	-7.3%	-1.5	4.0%	1.0%	-6.4	3.0%	-10.5%	5.4
Cn1c(=O)c2c(nc(Oc3ccccc3Cl)n2C)n(C)c1=O	0.9	28.7%	-6.2%	-0.5	-4.3%	0.9%	0.7	7.7%	12.8%	-0.1
CCn1c(=O)c(C(=O)CN2CCCc3ccccc32)c(N)n(Cc2ccccc2)c1=O	-2.5	17.2%	1.5%	-16.2	3.8%	7.8%	-3.0&-2.5	-8.8%	-37.9%	18.7
COc1ccc2nc(SC)c(C#N)cc2c1	0.6	-8.0%	283.7%[activator]	-7.8	12.8%	0.4%	-3.2	78.5%[activator]	10.5%	-0.2
CS(=O)(=O)N1N=C(c2ccc(Br)cc2)CC1c1cccs1 (stereo not given)	0.6	-10.2%	-0.7%	9.2	5.3%	-0.8%	0.1	-1.9%	11.3%	-27.6
CCOc1cc(N2CCOCC2)c(OCC)cc1NC(=O)c1cccc(N(C)C)c1	-7.1	8.9%	nt	2.6	0.8%	0.8%	17.2	-2.1%	14.9%	6.0
CCCCC1CCC(C(=O)Nc2ccc(N3CCOCC3)cc2N2CCOCC2)CC1 (stereo not given)	nt	nt	nt	-14.5	-6.1%	nt	15.7	?	2.8%	-17.5
OCCCNc1ncnc2c1cnn2-c1ccc(Cl)cc1	-0.6	-6.7%	-9.0%	1.6	18.2%	2.3%	-10.4	5.2%	21.1%	3.4
Cc1cc(C(=O)N2CC(C)CC(C)C2)c(C)o1 (stereo not given)	nt	nt	nt	-34.0	6.6%	nt	3.9	5.4%	28.3%	-1.0
Cc1ccc(-n2nc3c(=O)n(CCCC(=O)NCc4ccco4)nc(C)c3c2C)cc1	2.2	0.1%	-2.9%	7.7	-11.0%	-3.3%	-0.8	-1.5%	-20.9%	14.8
c1ccc(-c2nc3ccccc3s2)nc1	-1.8&0.6	-13.7%&-10.7%	1.9%&11.0%	-18.2&8.2	-1.0%&10.3%	7.6%&-0.6%	-1.4&6.4	7.4%&4.9%	-12.9%&3.0%	3.2&-13.2
C/C(CC(=O)Nc1cccc2c1CCCC2)=N\NC(=O)c1cccc2ccccc12	0.7	-4.5%	nt	3.6	-1.8%	1.9%	1.2	0.5%	9.7%	-15.1
COc1cc(C(=O)N2CCCCC2)ccc1OCC(=O)Nc1ccc(F)cc1	nt	nt	nt	-1.3	-12.7%	nt	0.5	1.1%	21.0%	0.3
CCCN1CCC(=O)N([C@H](CSc2ccccc2)Cc2ccccc2)CC1	0.1	-2.8%	-1.8%	34.0	8.9%	nt	21.2	3.9%	-22.0%	?
CCCOn1c(OCC(C)C)nc2ccccc2c1=O	4.6	-3.8%	1.7%	-9.0	-4.0%	0.2%	?	-0.2%	-10.9%	3.8
O=C(O)[C@@H]1CCCN1S(=O)(=O)c1cccc(S(=O)(=O)N2CCC[C@H]2C(=O)O)c1	0.9	-4.6%	-11.4%	-46.6	-4.3%	nt	-1.5	1.2%	-7.2%	11.6
O=C(Nc1ccc(F)cc1F)c1cc(-c2ccco2)on1	1.3	6.5%	7.3%	6.2	3.1%	0.2%	0.0	1.0%	3.1%	12.4
O=C1CS(=O)(=O)N(Cc2ccccc2F)c2ccc(Br)cc21	nt	nt	nt	9.0	0.6%[11.5 µM]	nt	nt	-2.0%	11.5%	-3.6
CCc1nnc(NS(=O)(=O)c2ccc(NC(=O)c3ccc(Cl)cc3)cc2)s1	7.2	-3.7%	0.6%	-5.0	-1.5%	-2.2%	-1.4	3.8%	15.4%	-2.5
CC(SC1=NCCN1S(=O)(=O)c1ccccc1)c1ccccc1 (stereo not given)	nt	5.1%	-1.5%	-12.6	9.1%	-6.7%	12.2	-1.1%	-28.3%	-7.2
CC1(C)CC(=O)c2cc(OCC(=O)NCC3CCCO3)ccc2O1 (stereo not given)	-1.6	-2.8%	10.1%	3.6	2.6%	-1.3%	-1.2	470.5%[activator]	15.0%	5.8
CCN(CC)c1ccc(N2C(=O)/C(=C/c3ccccn3)SC2=S)cc1	-0.2	-5.3%	-5.3%	-8.2	11.4%	3.7%	-0.8	-2.8%	?	3.3
Following part:
SMILES	Coupling enz	MLL CXXC-DNA inh	MBNL1 CUG block	hERG WT inh	AT treatment	GALK inh	TRPV1 agonist	S-ASM inh	Integrin act MD	KCNH2 3.1 block
Cc1cc(C)c(C)c(S(=O)(=O)N2CCN(C)CC2)c1C	3.1	7.3%	-0.1%	10.7	2.2%	-2.8%	-3.4	2.2%	?	1.6
CCN(CC)C(=S)SC1=CCS(=O)(=O)C1	-0.8	-1.1%	3.1%	2.3	0.5%	0.7%	0.3	-0.4%	5.7%	10.1
Fc1ccc(C2c3[nH]c4ccccc4c3CCN2CCCn2cccn2)cc1 (stereo not given)	0.4	-1.5%	0.5%	-8.3	-14.0%	3.1%	?	175.8%[activator]	29.8%	-44.3
CC1CN(C(=S)SCC(=O)c2ccccc2)CC(C)O1 (stereo not given)	5.5	-4.7%	nt	13.1	nt	0.6%	-0.8	1.6%	-3.0%	14.1
Cc1ccc(S(=O)(=O)Nc2ccc(Cl)cn2)cc1C	3.3	0.3%	-6.0%	4.0	-3.8%	-1.9%	7.8	0.7%	23.4%	8.0
CN(C)CCCN(C(=O)c1ccc(S(=O)(=O)N2CCc3ccccc32)cc1)c1nc2ccc(Cl)cc2s1	nt	64.2%[activator]	-6.8%	32.3	-19.0%	0.7%	1.2	?	-58.9%[inhibitor]	16.8
CC(C)c1onc(C(=O)N2CCOCC2)c1[N+](=O)[O-]	-2.7	-5.0%	-1.6%	1.3	1.3%	1.5%	-1.2	1.5%	-20.5%	nt
C/C(=N\NC(=O)c1cc2c(s1)CCC(C)C2)c1cccnc1 (stereo not given)	-1.1	10.3%	7.2%	i	0.7%	-0.4%	?	-1.9%	-12.4%	2.0
O=[N+]([O-])c1ccc(C2=CSC3=NCCN23)cc1	nt	nt	nt	-2.9	nt	nt	nt	-10.4%	?	0.3
C=CCNC(=O)c1onc(CSc2ccccc2)c1C(=O)NCC=C	nt	nt	nt	1.4	nt	nt	nt	-6.7%	31.0%	8.9
CCOc1nc(-c2ccc(OC)cc2)ccc1-c1noc(-c2ccncc2)n1	-1.0	1.6%	60.9%[activator]	7.2	3.1%	0.7%	-0.8	2.3%	-19.9%	14.1
O=C(Nc1ccccc1C(=O)Nc1ccncc1)c1ccc([N+](=O)[O-])cc1	-10.4	8.8%	?	-13.0	-0.1%	-1.7%	2.2	-0.7%[11.5 µM]	-15.6%	-15.5
CCOC(=O)C(=Cc1ccc(OCc2ccc([N+](=O)[O-])cc2)c(OC)c1)C(=O)OCC	-7.1	0.9%	?	-20.5	3.8%	-4.0%	6.4	-4.4%	-46.3%[inhibitor]	1.6
Cc1nn(-c2cccc(Cl)c2)c2c1C(c1cccnc1)C(C#N)=C(N)O2 (stereo not given)	-9.8	-4.2%	-0.7%	2.2	-4.1%	1.9%	-4.1	1.0%	47.9%	-8.0
CCOC(=O)N1CCC(NC(=O)c2cc(C)c3c(C)nn(-c4ccccc4)c3n2)CC1	1.1	14.0%	-5.4%	11.0	-10.2%	-1.4%	1.0	133.9%	-25.9%	6.0

Four compounds already listed, arranged by the number in S-ASM inh, smallest number first.
molecule	S-ASM inh
O=[N+]([O-])c1ccc(C2=CSC3=NCCN23)cc1	-10.4%
C/C(=N\NC(=O)c1cc2c(s1)CCC(C)C2)c1cccnc1 (stereo not given)	-1.9%
CCCOn1c(OCC(C)C)nc2ccccc2c1=O	-0.2%
Cc1cc(C(=O)N2CC(C)CC(C)C2)c(C)o1 (stereo not given)	5.4%

From PubChem BioAssay
